# Compound activity deposited in PubChem BioAssay by National Center for Advancing Translational Sciences (NCATS).
# Nrf2 ARE act – activators of Nrf2 (ARE) signaling; AREc32 ARE-luciferase reporter (MCF7-derived line), luminescence, 24 h; Potency, µM (titrated, usually from 46.1 µM), inactives show at the highest dose activation, actives largely listed as activators; 410,000 tested, 0.31% active; note: potency is the fitted concentration of half-maximal effect; % of control where 0% means no effect; nearly all actives have a fitted effect of over 65% in size
#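 AREc32 cells carrying an ARE-driven firefly luciferase, 1000 cells/well in OPTI-MEM with 5% FBS, dosed after overnight attachment and incubated 24 hr at 37 deg C. Steady-Glo luminescence read after 30 min at RT.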
# CCT chaperon mod – modulators of cytosolic chaperonin (CCT/TRiC) activity; purified chaperonin ATPase assay, HTRF ADP detection, 30 min; activity change, % (test concentration not listed), hits read low; 360,000 tested, 0.3% active; in the data active = activity change below about -30%; note: % is set by controls: 0 for no effect and ±100 for the full control effect
#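 We incubate TRiC, 40 or 20 nM final, with library compounds at 76 uM and 10 uM ATP for 30 min at 37 °C. ADP formed is detected with Transcreener HTRF reagents after 30 min at room temperature.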
# Nrf2 inh – blocks Nrf2 signaling; A549 ARE-Fluc reporter, luciferase luminescence, 18-24 h; Potency, µM (doses to about 46 µM), without a hit: at the top dose activity change, negative = inhibition, hits mostly inhibitors; 360,000 tested, 2.1% active; AID 504444; note: potency is the fitted concentration of half-maximal effect; % is set by controls: 0 for no effect and ±100 for the full control effect; nearly all actives have a fitted effect of over 60% in size
#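 Cells were seeded and rested 2 h, then exposed to compounds for 18-24 h. CellTiter-Fluor was read first as a viability measure. BugLite was added 15 min before the final luminescent read of ARE-luciferase activity in A549 cells.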
# Abeta rescue – restores growth of yeast expressing A-beta42 peptide | yeast expressing A-beta42, growth rescue, OD600, 48 h; response scale: 0% DMSO, 100% iron-clioquinol control | Potency, µM (series often up to 46.1 µM), for the others: at the top dose growth rescue, hits mostly activators | 410,000 tested, 0.063% active; note: potency is the fitted concentration of half-maximal effect; nearly all actives have a fitted effect of over 55% in size
#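 Yeast A-beta toxicity model in growth medium with pinned compounds, 48 h at 30 C; growth read as absorbance at 600 nm. Normalized to FeCl3/clioquinol equimolar mix (positive) and DMSO (negative).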
# HepG2 viability – kills HepG2 cells in TGF-b inhibitor counter-screen | Potency, µM (highest dose often 46.1 µM), for the others: top-dose activity change, negative = cytotoxicity, actives largely listed as cytotoxic | HepG2 CAGA-GFP viability, ATP luminescence, 18 h | 410,000 tested, 0.76% active; note: potency is the fitted concentration of half-maximal effect; some results filed as inactive show a strong effect at the top dose
#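 HepG2 CAGA-GFP cells (1000/well, DMEM with 1% FBS) received compound, then TGF-beta at 500 pg/mL final, and were incubated 18 hours at 37 degrees C. Viability was read by CellTiter-Glo luminescence. Media-only wells were set as complete cell-killing and DMSO as no toxicity.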
# pAkt inh – inhibitors of Akt phosphorylation; Neuro2A IGF-stimulated pAkt S473 HTRF, 20 min; stronger effect = lower value; 360,000 tested, 0.32% active; AID 651550; activity change, % for hits at 50 µM; in the data active = activity change below about -80%; inconclusive = mostly about -51% to -80%; note: % is set by controls: 0 for no effect and ±100 for the full control effect
#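 Single-point screen (50 µM final compound) in Neuro2A cells stimulated 20 min with 6 nM IGF at 37 deg C. After lysis, Ser473-phosphorylated Akt read by HTRF (ex 330 nm, em 615/665 nm) as the 665/615 ratio.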
# MmCpn inh – inhibitors of Methanococcus maripaludis chaperonin (MmCpn); 330,000 tested, 0.031% active; Potency, µM (top dose mostly 76.9 µM), inactives show top-dose activity, negative = inhibition, hits mostly inhibitors; purified Mm-Cpn ATPase, ADP Transcreener TR-FRET; note: potency is the fitted concentration of half-maximal effect; % is set by controls: 0 for no effect and ±100 for the full control effect; nearly all actives have a fitted effect of over 80% in size
#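 ATPase turnover read by TR-FRET ADP competition (Eu cryptate antibody/ADP-d2, 665/590 nm): 10uM ATP final, 25nM Mm-CPN final, 30 min 37degC after 10-min compound preincubation, pH 7.4 Tris/KCl/MgCl2/DTT buffer.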
# A549 tox – kills or reduces viability of A549 cells in Nrf2 counter-screen; A549 ARE-Fluc cells, CellTiter-Fluor viability, 18-24 h; Potency, µM (highest dose often 46 µM), for the others: at the top dose activity change, negative = cytotoxicity, hits mostly inhibitors; 390,000 tested, 0.16% active; note: potency is the fitted concentration of half-maximal effect; % is set by controls: 0 for no effect and ±100 for the full control effect
#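 Cytotoxicity counterscreen: CellTiter-Fluor fluorescence was measured in A549 ARE_Fluc cells after 18-24 h of compound exposure in a concentration series. The subsequent BugLite luminescent read reports ARE-luciferase activity.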
# TGFb SMAD3 inh – TGF-b pathway inhibition. 410,000 tested, 1.2% active. HepG2 CAGA-GFP TGF-b/SMAD3 reporter, GFP fluorescence, 18 h; TGF-beta stimulated, 500 pg/mL final. Potency, µM (titrated, usually from 46.1 µM), for the others: top-dose activity, negative = inhibition, actives largely listed as inhibitors. AID 588855; note: potency is the fitted concentration of half-maximal effect; % is set by controls: 0 for no effect and ±100 for the full control effect; nearly all actives have a fitted effect of over 65% in size
#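 Inhibition of TGF-beta-driven CAGA-GFP reporter expression in HEPG2 cells is measured by cellular GFP fluorescence after 18 h stimulation with 500 pg/mL recombinant TGF-beta in 1% FBS medium at 37 degrees C.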
# * marks the source's active call; other numbers are inactive results; i = inactive; ? = inconclusive; . = no result given; [ ] = another dose, or the depositor's remark. Unless noted, calls come from the whole dose curve; as a rule, active = well fitted curve in the direction sought with a large enough effect; inconclusive = small, poorly fitted or top-dose-only effect, or another doubt; inactive = no such curve, though single readings can be large; an effect the other way counts as inactive or inconclusive.
SMILES,Nrf2 ARE act,CCT chaperon mod,Nrf2 inh,Abeta rescue,HepG2 viability,pAkt inh,MmCpn inh,A549 tox,TGFb SMAD3 inh
CC1(C)Cc2ccccc2C(NNC(=O)c2ccncc2)=N1,0.4%,0.8,-7%,2%,1%,i,1%,-4%,1%
COCC(=O)Nc1cc(C(=O)Nc2cccc(C)c2C)ccc1Cl,0.0%,-1.9,23%,9%,0%,i,2%,3%,3%
CCN(CC)CCNC(=O)c1ccccn1,-0.9%,2.7,.,0%[9.22 µM],-3%,i,-3%,9%,-5%
CCCCn1c(NCc2ccccc2NS(=O)(=O)c2ccc(C)cc2)nc2ccccc21,-0.1%,-1.7,?,7%,-29%,i,0%,0%,-29%
O=C(NCc1ccccc1Cl)c1ccc2nc([C@H]3C[C@H](O)[C@@H](CO)O3)[nH]c2c1,0.0%,-0.9,.,-15%,3%,i,.,.,1%
COc1cc(NS(=O)(=O)c2ccc(NC(=O)CCC(=O)O)cc2)nc(OC)n1,-0.2%,1.1,?,-31%[inhibitor],-2%,i,0%,16%,-11%
CC(=O)N1CCCC1c1nc2ccccc2n1Cc1cccc(Cl)c1 (stereo not given),0.5%,.,-1%,-8%,-2%,.,.,5%,-2%
COc1ccc(NC(=O)c2ccc3c(=O)n4nc(Nc5cc(C)ccc5C)sc4nc3c2)cc1,-1.3%,.,-9%,2%,-21%,.,.,-10%,-31%
COc1ccc(C(=O)Nc2cc(OC)c(NC(=O)c3ccco3)cc2OC)cc1,0.2%,1.1,-24%,3%,3%,i,-3%,-1%,9%
Cc1ccc(NC(=O)Cc2nc(COC(=O)c3c(F)cccc3Cl)cs2)cc1,0.8%,1.0,-15%,9%,-7%,i,0%,-4%,-2%
CCNC(=S)N(Cc1ccc2c(c1)OCO2)C1CC(=O)N(c2ccc(F)cc2)C1=O (stereo not given),5.0%,1.1,.,6%[9.22 µM],6%,i,2%,-14%,?
O=C(CCN1C(=O)c2ccccc2S1(=O)=O)Nc1ccc(F)c([N+](=O)[O-])c1,-0.3%,-1.3,1%,-10%,-15%,i,-1%,-8%,-5%
CCCNC(=O)CSc1nc(-c2ccc(OC)cc2)cc(C(F)(F)F)n1,0.4%,.,.,-10%,7%,.,.,1%,0%
Cc1ccnn1-c1ccc(C(=O)OCC(=O)Nc2ccc(F)cc2)cc1,3.6%,2.0,?,0%,-16%,i,-2%,2%,-30%
CC(=O)c1ccc(NC(=O)CCNS(=O)(=O)c2cccc3nonc23)cc1,-0.9%,-2.9,7%,1%,-11%,i,-2%,-1%,-7%
COc1ccc(CN2CCCC(N3CCN(c4ccc(OC)cc4)CC3)C2)cc1 (stereo not given),2.5%,-3.0,4%,-13%,-12%,i,-5%,9%,0%
COc1cc2[nH]c(=O)n(Cc3ccc(C(=O)N4CCN(c5cccc(C)c5C)CC4)cc3)c(=O)c2cc1OC,0.0%,.,-18%[9.27 µM],-15%,4%,.,.,0%,0%
Cc1nc2c(c(C)nn2-c2ccccc2)c(C)c1C,0.3%,-2.5,5%,3%,3%,i,.,2%,4%
CC(O)CNc1nc2ccccc2n1CC(=O)NC12CC3CC(CC(C3)C1)C2 (stereo not given),-0.3%,-2.1,-15%,-4%,-3%,i,1%,-1%,4%
CCn1c(-c2ccc(Cl)cc2)n[nH]c1=S,-0.8%,-0.1,-10%,6%,-8%,i,-2%,-8%,20%
COc1ccc(CNS(=O)(=O)CCNC(=O)c2cccc(OC)c2)cc1,-0.1%,0.4,-3%,11%,3%,i,2%,-4%,1%
COC(=O)CCC(=O)Nc1ccc(S(=O)(=O)Nc2nc(C)cc(C)n2)cc1,-0.5%,0.7,-1%,-5%,-1%,i,1%,1%,-14%
COC(=O)c1ccc(N(CC(=O)NC2CCCC2)C(=O)c2ccc(C)s2)cc1,1.4%,0.4,7%,2%,14%,i,4%,3%,1%
Cc1ccccc1OCCC(=O)OCC(=O)NNC(=O)c1cccs1,-1.3%,1.2,?,27%,8%,i,1%,0%,-10%
CCN(CC)C(=O)c1sc(N)c(C#N)c1C,-1.0%,1.4,16%,-14%,2%,.,0%,0%,3%
N#Cc1cc(S(=O)(=O)N2CCOCC2)ccc1N1CCOCC1,-2.0%,2.0,-17%,-2%,-10%,i,0%,10%,-6%
C=CCOC(=O)C1=C(C)NC(=O)NC1/C=C/c1ccccc1 (stereo not given),2.2%,-0.8,-3%,1%,0%,i,-1%,-2%,0%
O=C(NCc1ccccc1)C(=O)NCC1OCCN1S(=O)(=O)c1ccc2c(c1)OCCO2 (stereo not given),0.4%,1.9,0%,0%,-6%,i,2%,2%,3%
COc1ccc(S(=O)(=O)N(C)C[C@H]2Oc3ccc(NS(=O)(=O)c4ccc(F)cc4)cc3C(=O)N([C@H](C)CO)C[C@@H]2C)cc1,-0.5%,-1.2,-11%,1%,-17%,i,0%,-1%,?
CCOc1ccc(S(=O)(=O)N2CCOCC2)cc1[N+](=O)[O-],0.3%,0.1,0%,4%,-9%,i,-6%,-14%,18%
Cc1c(NC(=O)C(CC(=O)O)NCc2ccco2)c(=O)n(-c2ccccc2)n1C (stereo not given),-0.4%,-4.1,4%,-13%,11%,i,-2%,1%,-5%
CS(=O)(=O)N1CCCC(C(=O)Nc2ccccc2F)C1 (stereo not given),0.1%,1.8,-8%,0%,-19%,i,-4%,1%,?
Cc1ccc(C)c(NS(=O)(=O)c2ccc(-c3ccc(=O)[nH]n3)o2)c1,-0.4%,-8.3,-8%,0%,3%,i,1%,1%,-22%
Cc1cc(C(=O)N/N=C/c2c(C)nn(-c3ccccc3)c2C)n[nH]1,1.7%,0.3,-1%,-4%,-21%,i,-1%,1%,-25%
Cc1nn(C)c2c1c(-c1ccccc1)cc(=O)n2Cc1ccc(F)cc1Cl,9.7%,.,-5%,-2%,-3%,.,.,?,22%
COc1cc(C)c(S(=O)(=O)NCCCn2ccnc2)cc1C,0.6%,-6.5,1%,3%,-29%,i,1%,1%,-3%
Cc1cc(OCc2cc(C(=O)NCc3cc(C(C)C)no3)no2)cc(C)c1Cl,2.3%,-0.5,?,-6%,-16%,i,2%,8%,0%
Cn1c(=O)c2c(nc(CCC3CCCC3)n2C)n(C)c1=O,2.4%,-1.7,-12%,-11%,-16%,i,.,8%,-27%
O=C(CSc1nncn1-c1ccccc1)NC1CCCCC1,0.0%,2.0,-2%,-4%,10%,i,0%,-1%,8%
CN(C)C(CNC(=O)C1CCCN1C(=O)c1cccs1)c1ccccc1 (stereo not given),2.8%,-0.5,-7%,1%,0%,i,-2%,0%,16%
O=c1cnnc(Nc2cccc(C(F)(F)F)c2)[nH]1,-0.6%,0.0,6%,11%,9%,i,-2%,-5%,2%
O=C(NCc1ccncc1)[C@@H]1CCCN1C(=O)[C@H]1CCCN1,-1.4%,-1.5,.,-12%,.,i,.,.,.
CC(=O)Nc1ccc(S(=O)(=O)N2CCC(C(=O)NCCC(=O)NCc3ccccc3)CC2)cc1,-0.7%,-1.3,21%,6%,0%,i,-3%,17%,0%
COc1cc(C)c(NC(=O)Cc2ccsc2)cc1OC,0.0%,0.5,1%,15%,1%,i,-2%,-5%,?
Cn1c(=NC(=O)CCS(=O)(=O)c2ccccc2)sc2cc(F)ccc21,5.4%,-1.5,?,12%,6%,i,0%,-10%,20%
O=C(NN1C(=O)C2C3C=CC(C3)C2C1=O)C(O)c1ccccc1 (stereo not given),-0.8%,-0.7,-15%,-2%,10%,i,-1%,9%,10%
Cc1c(Cl)cccc1NC(=O)Nc1cccnc1,-0.8%,-3.4,3%,-15%,-5%,i,1%,0%,0%

# Some of the entries so far, with two lines to a compound:
# The line under a structure holds: Nrf2 ARE act | CCT chaperon mod | Nrf2 inh | Abeta rescue | HepG2 viability | pAkt inh | MmCpn inh | A549 tox | TGFb SMAD3 inh
> O=C(CSc1nncn1-c1ccccc1)NC1CCCCC1
  0.0% | 2.0 | -2% | -4% | 10% | i | 0% | -1% | 8%
> CN(C)C(CNC(=O)C1CCCN1C(=O)c1cccs1)c1ccccc1 (stereo not given)
  2.8% | -0.5 | -7% | 1% | 0% | i | -2% | 0% | 16%
> O=c1cnnc(Nc2cccc(C(F)(F)F)c2)[nH]1
  -0.6% | 0.0 | 6% | 11% | 9% | i | -2% | -5% | 2%
> O=C(NCc1ccncc1)[C@@H]1CCCN1C(=O)[C@H]1CCCN1
  -1.4% | -1.5 | . | -12% | . | i | . | . | .
> CC(=O)Nc1ccc(S(=O)(=O)N2CCC(C(=O)NCCC(=O)NCc3ccccc3)CC2)cc1
  -0.7% | -1.3 | 21% | 6% | 0% | i | -3% | 17% | 0%
> COc1cc(C)c(NC(=O)Cc2ccsc2)cc1OC
  0.0% | 0.5 | 1% | 15% | 1% | i | -2% | -5% | ?
> Cn1c(=NC(=O)CCS(=O)(=O)c2ccccc2)sc2cc(F)ccc21
  5.4% | -1.5 | ? | 12% | 6% | i | 0% | -10% | 20%
> O=C(NN1C(=O)C2C3C=CC(C3)C2C1=O)C(O)c1ccccc1 (stereo not given)
  -0.8% | -0.7 | -15% | -2% | 10% | i | -1% | 9% | 10%
> Cc1c(Cl)cccc1NC(=O)Nc1cccnc1
  -0.8% | -3.4 | 3% | -15% | -5% | i | 1% | 0% | 0%
